From PubChem BioAssay
miR122 inh = miR-122 Renilla sensor signal increase in Huh7, primary screen, miR-122 inhibitor project, cell-based, single point, plate reader. Huh7 miR-122 Renilla luciferase sensor, 48 h; neutral wells = 0, positive control = 100. activation (reporter increase), % at 12.5 µM. actives 0.3% (n = 340,000). AID 602342, 2012;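 active = mean replicate activation score at least 90 and every replicate individually at or above 90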;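 also: higher luciferase means less miR-122 activity so hits act as miR-122 inhibitors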
An asterisk follows results filed as active.

SMILES	miR122 inh
CCOC(=O)CC(=O)CSC1=C(C#N)C(c2ccccc2OC)CC(=O)N1 (configuration not stated)	-1
COc1cc(OC)cc(C(=O)Nc2nc3ccccc3[nH]2)c1	-5
O=c1cc(-c2ccccc2)nc2nc(-c3ccccc3)[nH]n12	-4
COc1ccc(S(=O)(=O)N(Cc2nc3ccccc3c(=O)[nH]2)C2CCCC2)cc1	4
O=C(CC(Cc1ccccc1)c1ccco1)NC1CCCCC1 (configuration not stated)	9
N#Cc1nc(Cc2ccccc2)oc1NCc1cccnc1	9
CC(=O)Nc1cc(C(=O)O)ccc1S(=O)(=O)c1ccc(C)cc1	-2
O=C(CSc1nc(-c2ccco2)cc(C(F)(F)F)n1)NCCc1ccccc1	-8
CCOC(=O)C1=C(C)OC(N)=C(C#N)C1c1cc(OC)c2c(c1)OCO2 (configuration not stated)	5
O=C(c1cccnc1)N1CCN(C(=O)c2ccco2)CC1	-3
COC(=O)CN1C(=O)C(O)(CC(=O)c2ccc(C)o2)c2ccccc21 (configuration not stated)	1
O=C(c1ccccc1Sc1cccc2ccccc12)N1CCOCC1	-2
CCOc1cnc(-c2ccc(OC)cc2)o1	-6
Cc1cc(N2C3CCC2CC(O)(c2ccc(F)cc2)C3)nc(-c2ccccc2)n1 (configuration not stated)	10
COc1ccc(C/C(O)=C(\C#N)c2nc3ccccc3s2)cc1	8
O=C1c2ccccc2C(=O)N1c1ccc(S(=O)(=O)N2CCN(c3ccccc3)CC2)cc1	2
COC(=O)c1ccc(CSc2nnc(-c3ccncc3)o2)o1	1
C=CCOc1ccc(/C(O)=C2\C(=O)C(=O)N(CCCOC)C2c2ccc(O)c(OC)c2)cc1 (configuration not stated)	-9
CC(=O)c1c(C)[nH]c(C(=O)CSc2nc3ccccc3n2C)c1C	2
CCOC(=O)c1c(NCC(C)C)c2ccccc2[nH]c1=O	0

Random excerpt: 4 entries already listed
SMILES	miR122 inh
O=C(c1ccccc1Sc1cccc2ccccc12)N1CCOCC1	-2
C=CCOc1ccc(/C(O)=C2\C(=O)C(=O)N(CCCOC)C2c2ccc(O)c(OC)c2)cc1 (configuration not stated)	-9
O=C(c1cccnc1)N1CCN(C(=O)c2ccco2)CC1	-3
O=C(CC(Cc1ccccc1)c1ccco1)NC1CCCCC1 (configuration not stated)	9

Continued.
SMILES	miR122 inh
COCCn1nnnc1C(c1ccccc1Cl)N1CCN(c2ccccc2OC)CC1 (configuration not stated)	1
COCCN(C(=O)c1cccc(OC)c1)c1nnc(-c2ccncc2)s1	0
O=C1C=CC[C@H](/C=C/C[C@@H](O)C[C@H](O)CCc2ccccc2)O1	3
CCOC(=O)c1c(NC(C)=O)sc2c1CCC(C=NCCCN(CC)CC)=C2Sc1ccccc1	6
O=C(Nc1nn[nH]n1)c1cccc(Oc2ccccc2)c1	7
COc1ccc(Cn2ccc(=O)c(Cc3c(Cl)cccc3Cl)c2C)cc1	4
COC(=O)c1ccsc1NC(=O)CSc1nnnn1Cc1ccccc1	7
CCOc1ccc2[nH]c(=O)c(CN(CCO)C(=O)c3ccc(F)cc3)cc2c1	0
Cc1ccccc1OCC(=O)NC(=S)Nc1ccc(N2CCOCC2)c(Cl)c1	-4
CCCN1CCN(C(c2cc3cc(OCC)ccc3[nH]c2=O)c2nnnn2C2CCCCC2)CC1 (configuration not stated)	-6
COC(=O)CSc1cc(SCC(=O)OC)c(C#N)c(SCC(=O)OC)c1	2
CN(C(=O)C1CCCO1)c1nnc(-c2ccccn2)s1 (configuration not stated)	-6
COc1ccc(C2C(C#N)=C(N)Oc3n[nH]c(C)c32)cc1CSc1ccccn1 (configuration not stated)	-7
Cc1cccc(NC(=O)CSc2nc3ccccc3o2)c1	1
COC(=O)c1ccccc1NC(=O)C(CCS(C)(=O)=O)NC(C)=O (configuration not stated)	-3
CCOC(=O)c1ccc(Nc2nc(-c3cccnc3)nc3ccccc23)cc1	-14
CCN(CC(=O)N1CCCCCC1)S(=O)(=O)c1ccc(Cl)cc1	6
Cn1c(=O)[nH]c(=O)c2c1nc(N1CCC(Cc3ccccc3)CC1)n2Cc1ccccc1	2
CCn1c(SCC(=O)Nc2ccc(NC(=O)c3cccs3)cc2)nnc1-c1cccnc1	-1
CCn1c(CC(=O)Nc2ccc(C)c(Cl)c2)nnc1SCCOc1ccc(OC)cc1	1
CCOC(=O)c1sc2nc(CC(=O)OC)nc(NCc3ccco3)c2c1C	2
CCOC(=O)N1CCN(C(=O)C2CCN(c3ncnc4c3sc3cccc(F)c34)CC2)CC1	-9
Cc1ccc(NC(=O)CSc2nnc([C@@H]3CCCN3C(=O)OC(C)(C)C)o2)c(C)c1	-4
COC(=O)c1ccc(Oc2c(C(F)(F)F)oc3c(CN4CCN(C)CC4)c(O)ccc3c2=O)cc1	-5
Cc1c(C(=O)N2CCN(c3ccc(C(F)(F)F)cn3)CC2)oc2ccccc12	-4
Cc1cc(Cl)ccc1OCCCC(=O)NO	-18
COc1ccc(C)cc1NC(=O)CN(C)S(=O)(=O)c1cccs1	1
CN1CCN(S(=O)(=O)c2ccc(NC(=O)c3ccc(F)cc3)cc2)CC1	4
CC(=O)c1c(C)[nH]c(C(=O)NCc2ccccc2)c1C	25
Cc1cc(C)n(-c2nc(N(c3ccccc3)c3ccccc3)nc(-n3nc(C)cc3C)n2)n1	23
Cc1cc(S(=O)(=O)N2CCN(c3ncccn3)CC2)ccc1-n1cnnn1	-5
CCC1CCCCN1C(=O)c1cc2c(=O)n3cccc(C)c3nc2s1 (configuration not stated)	6
Cc1c(C(=O)COC(C)(C)C)[nH]c2ccccc12	2
COc1ccccc1C1(CC(=O)O)CCOC(C(C)C)C1 (configuration not stated)	0
CCn1c(-c2ccccc2)c(C(=O)O)c2ccccc21	0
CN(C)CCCN1CC(C(=O)O)CC1=O (configuration not stated)	-1
CCN(CC)C(=O)CSc1nnc(-n2nc(C)cc2C)c2ccccc12	4
CCCC(=O)c1ccc(N2CCCCCC2)c(F)c1	-4
O=C(CCNS(=O)(=O)c1cccc2nsnc12)N1CCN(c2ccccn2)CC1	-6
CC(NC(=O)C(NS(=O)(=O)c1cccc2nsnc12)C(C)C)c1ccccc1 (configuration not stated)	0

Five compounds out of the list, sorted by SMILES length, descending.
SMILES	miR122 inh
Cc1c(C(=O)N2CCN(c3ccc(C(F)(F)F)cn3)CC2)oc2ccccc12	-4
CN1CCN(S(=O)(=O)c2ccc(NC(=O)c3ccc(F)cc3)cc2)CC1	4
Cc1cc(S(=O)(=O)N2CCN(c3ncccn3)CC2)ccc1-n1cnnn1	-5
CCN(CC)C(=O)CSc1nnc(-n2nc(C)cc2C)c2ccccc12	4
COc1ccccc1C1(CC(=O)O)CCOC(C(C)C)C1 (configuration not stated)	0

Remaining list, next part.
SMILES	miR122 inh
CCn1c(SCC(=O)N2CCN(c3ccccc3F)CC2)nnc1-c1ccoc1C	-2
Cc1nnc(-c2cnn(C)c2N)n1Cc1ccc(Cl)cc1	-6
CCn1c(=O)c2c(nc3n2CCS3)n(C)c1=O	-6
O=c1c2ccccc2cnn1-c1ccc(Cl)cc1	1
CC(c1ccccc1)C1C(C#N)=C(N)SC(N)=C1C#N (configuration not stated)	1
Cc1nnc(SCC(=O)N2CCN(S(=O)(=O)c3ccc(Cl)cc3)CC2)n(N)c1=O	-3
Cc1ccc(-n2nc3c(=O)n(C(C)C(=O)NCCc4cccs4)nc(C)c3c2C)cc1 (configuration not stated)	-4
CCOC(=O)N1CCN(C(=O)c2ccc3nc(N4CCCCC4)sc3c2)CC1	0
COc1ccc(Cl)cc1N1CC(C(=O)Nc2nccs2)CC1=O (configuration not stated)	-4
COc1cc(NC(=O)c2ccc(C)cc2)c(OC)cc1NC(=O)CN1CCOCC1	8
CC(C)OC(=O)C(C#N)c1nc2ccccc2nc1N1CCN(Cc2ccccc2)CC1 (configuration not stated)	-5
Cc1[nH]c2ccccc2c1CCO	5
Cc1cccc2sc(NC(=O)CN(C)S(=O)(=O)c3cccs3)nc12	-9
O=C(O)c1c[nH]c(=S)n1-c1ccc(F)cc1	1
COc1ccc(Cl)cc1C(=O)NCc1cn(C)nc1C	-1
COC(=O)c1ccc(NC(=O)CN(C2CCCCC2)S(C)(=O)=O)cc1	-6
Cc1ccc(S(=O)(=O)CC(c2ccccc2)N2CCOCC2)cc1 (configuration not stated)	6
Cc1nc(C)c(C(=O)C2=C(O)C(=O)N(CCN3CCOCC3)C2c2ccco2)s1 (configuration not stated)	-13
COc1cc(OC)cc(-n2nnnc2SCC(=O)NC2CCCC2)c1	0
C[C@@H](CO)NC(=O)[C@H]1O[C@@H](n2cnc3c(N)ncnc32)[C@H](O)[C@@H]1O	0
Cc1cc(NC(=O)C2C3C(=O)N(Cc4ccc(Cl)cc4)C(C(=O)NCc4ccccc4)C34C=CC2(C)O4)no1 (configuration not stated)	-3
COc1cccc(C(=O)c2sc(NC(C)C)nc2N)c1	-6
COc1ccc(-c2csc(NCc3ccco3)n2)cc1	-4
Clc1ccc(SCCCCn2ccnc2)cc1	0
Cn1c(SCC(=O)N2CCOCC2)nc2cccnc21	-6
CC1CC(C)CN(c2nc3c(c(=O)n(C)c(=O)n3C)n2C)C1 (configuration not stated)	-3
Cc1cccc(N(C(=O)CCC(=O)Nc2cccnc2)C(C(=O)NC2CCCC2)c2ccncc2)c1 (configuration not stated)	6
CCCCN(CCCC)c1nc2ccccc2nc1C(C#N)C(=O)NCCCOC (configuration not stated)	-1
O=c1nc2n(c3sc4c(c13)CCCC4)C(CBr)CS2 (configuration not stated)	-3
COCCN(CCOC)c1cc(C)c(C#N)c2nc3ccccc3n12	1
COc1ccc(OCc2cccc(C(=O)O)c2)cc1	-1
CC(=O)/C=C1\SC(CC(=O)O)C(=O)N1c1ccccc1 (configuration not stated)	-4
CC(Oc1ccc(Cl)cc1Cl)C(=O)NCCCn1ccnc1 (configuration not stated)	-4
C=CCOc1ccc(CNc2nccs2)cc1OCC	0
CCCc1nc(NCc2ccccn2)c2nnn(Cc3ccccc3F)c2n1	-12
O=C(O)C1CCCCC1C(=O)NCCCN1CCOCC1 (configuration not stated)	-4
Cn1c(=O)c2c(nc(N3CCc4ccccc4C3)n2Cc2ccc(Br)cc2)n(C)c1=O	-2
Cc1nc(S(=O)(=O)NC2CCCCC2)c(C#N)c(C)c1Cl	68
CCOC(=O)c1cc(NC(=O)c2c(C)noc2C)cc(C(=O)OCC)c1	0
O=C(CCn1ccc2ccccc21)NC1CCCc2ccccc21 (configuration not stated)	0
CCNC(=O)C1(C)CCN(C(=O)CCc2ccccc2)C1 (configuration not stated)	0
COc1ccc2c(c1)O[C@H](c1ccc3c(c1)OCO3)[C@@H](O)C2=O	4
Cc1c(C(=O)N2CCCCC2)sc(N)c1C#N	-1
COC(=O)c1ccc(COC(=O)CCc2nc(-c3ccccc3)c(-c3ccccc3)o2)cc1	5
Cc1cccc(NC(=O)c2cccc(Cn3cc(Br)c([N+](=O)[O-])n3)c2)c1C	-2
Cc1noc(C)c1C(=O)OCC(=O)Nc1ccccc1Oc1ccccc1	7
CCN1C(=O)/C(=C\N2CCCCCC2)SC1=S	5
CCC(=O)N1CCc2cc(S(=O)(=O)NCCN3CCC(C)CC3)ccc21	4
Cc1ccc(S(=O)(=O)CC(=O)Nc2ccc(S(=O)(=O)Nc3onc(C)c3C)cc2)cc1	3
COC(=O)C1=C(C)NC(=O)/C1=C\c1cc(C)n(-c2ccccc2C)c1C	-1
CCCCSc1nc(O)c(C2OC(=O)c3c2ccc(OC)c3OC)c(=O)n1-c1ccccc1 (configuration not stated)	-1
CCNC(=O)CSc1nnc(-c2ccccc2)n1-c1ccc(OCC)cc1	-5
S=C(Nc1ccc(Cl)cc1Cl)NC1CCCCC1	133*
FC(F)(F)c1cccc(N2Cc3ccccc3C2)c1	9
CCOC(=O)CSc1nc2ccc(NC(C)=O)cc2s1	-3
CCN1CCN(c2nc3ccccc3nc2C(C#N)C(=O)OC2CCCCC2)CC1 (configuration not stated)	16
O=C(CCc1ccccc1)NCc1ccccn1	-2
CCO/C(C)=N/n1c2nc3ccccc3nc2c2c(=O)n(Cc3ccccc3Cl)c(C)nc21	4
CCOC(=O)c1cnc(SCC)[nH]c1=O	-2
CN(Cc1ccccc1)c1nc2c(c(=O)n(C)c(=O)n2C)n1CCCc1ccccc1	-5

Next results:
SMILES	miR122 inh
C=C(C)CN1C(=O)C(O)(CC(=O)c2ccc3c(c2)OCCO3)c2ccccc21 (configuration not stated)	4
CCn1cnc2c1c(=O)[nH]c(=O)n2Cc1ccccc1	-6
CCN(CC)C(=O)CSc1nc(O)cc(=O)n1C	-1
O=C(NCC1CCCO1)c1ccccc1-c1nc(-c2ccccc2)no1 (configuration not stated)	6
O=C(NCCC(=O)N1CCN(c2ncccn2)CC1)c1ccccc1Cl	-1
COc1ccc(C)cc1-n1nnnc1SCc1cn2ccsc2n1	78
Cc1cc(C)n(C(=O)CN2C(=O)COc3ccccc32)n1	1
COc1cccc(OCCOc2c(OC)cccc2OC)c1	3
COc1cc(/C=N/N2C(=O)CSC2=S)ccc1O	3
CCCSc1nnc(Nc2ccccc2C)s1	0
CC(C)C(c1nnnn1CC1CCCO1)N1CCN(C2CCCC2)CC1 (configuration not stated)	1
Cc1nc2cc(NCc3nc4ccccc4n3Cc3ccccc3)ccc2n1C	9

As entered above.
miR122 inh result of CCOC(=O)N1CCN(C(=O)c2ccc3nc(N4CCCCC4)sc3c2)CC1 reads 0
miR122 inh result of CC(=O)/C=C1\SC(CC(=O)O)C(=O)N1c1ccccc1 (configuration not stated) reads -4
miR122 inh result of COc1ccc(Cl)cc1N1CC(C(=O)Nc2nccs2)CC1=O (configuration not stated) reads -4
miR122 inh result of Cc1ccc(S(=O)(=O)CC(=O)Nc2ccc(S(=O)(=O)Nc3onc(C)c3C)cc2)cc1 reads 3

Not all compounds are listed (hit frequency here may not be typical).
